Rpn11 inh: Rpn11 (PSMD14) deubiquitinase inhibitors, primary screen, biochemical, fluorescence polarization, uHTS. 360,000 tested, 0.59% active. human 26S proteasome, Ub4-pepOG fluorescence polarization; 20S core pre-blocked with epoxomicin. calls only at 20 µM. 26S proteasome non-ATPase regulatory subunit 14 (Homo sapiens), O00487. AID 588493, 2011;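 active means inhibition at 20 µM, scaled to each plate's controls, above about 33%, limit read from the data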
Target sequence (O00487 whole entry, looked up): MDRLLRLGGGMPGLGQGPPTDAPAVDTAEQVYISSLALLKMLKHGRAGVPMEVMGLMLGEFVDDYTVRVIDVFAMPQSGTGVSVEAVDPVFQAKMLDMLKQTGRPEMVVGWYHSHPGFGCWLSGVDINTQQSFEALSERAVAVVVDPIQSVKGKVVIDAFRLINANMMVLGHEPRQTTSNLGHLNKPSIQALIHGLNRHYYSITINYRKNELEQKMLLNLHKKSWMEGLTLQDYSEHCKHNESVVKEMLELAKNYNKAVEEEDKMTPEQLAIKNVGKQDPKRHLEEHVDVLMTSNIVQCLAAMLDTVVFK
NadD block: inhibitors of S. aureus NadD, primary screen, biochemical, colorimetric, uHTS; Nicotinate-nucleotide adenylyltransferase NadD (Staphylococcus aureus N315); purified NadD enzyme, colorimetric absorbance read-out; inhibition, % at 20 µM; 360,000 tested, 0.78% active; AID 602399, 2012; in the data active means inhibition above about 26%; further: some compounds past the cut are filed as inactive
PABP1 MLLE inh: inhibitors of PABP1 MLLE–PAM2 peptide binding, primary screen, biochemical, fluorescence polarization, FITC-PAM2, GST-MLLE; Polyadenylate-binding protein 1 (Homo sapiens), P11940; inhibition, % at 20 µM; 360,000 tested, 0.36% active; in the data active means inhibition above about 35%, passing the limit was not always enough;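 further: plate controls were DMSO wells with GST-MLLE for no effect and wells lacking GST-MLLE protein for full effect; some results filed as inactive read as strong as hits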
Target sequence (P11940 whole entry, looked up): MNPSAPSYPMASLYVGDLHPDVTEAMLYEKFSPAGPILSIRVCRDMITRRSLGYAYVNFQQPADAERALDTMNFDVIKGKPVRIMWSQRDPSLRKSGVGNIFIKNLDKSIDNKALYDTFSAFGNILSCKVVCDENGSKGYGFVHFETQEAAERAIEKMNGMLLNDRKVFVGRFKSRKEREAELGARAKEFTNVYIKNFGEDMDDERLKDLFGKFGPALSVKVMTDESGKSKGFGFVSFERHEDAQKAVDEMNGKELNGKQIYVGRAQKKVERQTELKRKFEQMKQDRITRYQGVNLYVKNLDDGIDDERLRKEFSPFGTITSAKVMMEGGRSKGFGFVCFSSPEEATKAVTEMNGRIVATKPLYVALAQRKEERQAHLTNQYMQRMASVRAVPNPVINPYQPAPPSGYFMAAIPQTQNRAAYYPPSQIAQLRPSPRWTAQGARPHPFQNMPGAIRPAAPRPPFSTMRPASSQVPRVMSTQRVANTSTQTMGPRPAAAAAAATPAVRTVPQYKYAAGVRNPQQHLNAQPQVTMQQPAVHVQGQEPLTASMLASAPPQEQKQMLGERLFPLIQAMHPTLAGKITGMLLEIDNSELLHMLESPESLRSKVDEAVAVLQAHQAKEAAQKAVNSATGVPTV
MT1-MMP act inh: blockers of MT1-MMP proenzyme processing, primary screen, HT1080 RFP-PRO-GFP cells, GFP/RFP fluorescence | Matrix metalloproteinase-14 (Homo sapiens), P50281 | GFP/RFP ratio fluorescence, overnight; percent of plate control window, DMSO zero | GFP/RFP ratio change, % at 20 µM | 360,000 tested, 0.061% active | AID 651647, 2012;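 active means GFP/RFP ratio change of at least 30% with cell ATP level not reduced by more than half and red fluorescence within 50% of control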; further: strong numbers were not always called active
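Assay system: RFP-PRO-GFP reporter HT1080 cells; read-out basis: GFP/RFP fluorescence ratio; benchmarks: DMSO wells and RFP-L50D-GFP cells; doses: 20 µM single dose, 1% DMSO; schedule: overnight cell settling, then overnight compound exposure, 37 °C, 5% CO2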
FAS-TE inh: FAS thioesterase domain inhibitors, primary screen, biochemical, fluorescence intensity, uHTS | inhibition, % at 15 µM | AID 602261, 2012 | recombinant FAS-TE, OMFH fluorogenic substrate, fluorescence endpoint | Fatty acid synthase (Homo sapiens), P49327 | 360,000 tested, 0.67% active;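 active means compounds whose normalised, plate-corrected inhibition of enzyme fluorescence in the single-dose primary screen is 50% or more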;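 further: 0% = DMSO with enzyme and 100% = substrate without enzyme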
Rin1-Abl PPI inh: inhibitors of Rin1-Abl protein binding, primary screen, biochemical, TR-FRET. AID 588664, 2011. inhibition, % at 7.35 µM. Tyrosine-protein kinase ABL1 (Homo sapiens) + Ras and Rab interactor 1 (Homo sapiens), …. 360,000 tested, 0.4% active; in the data active means inhibition above about 5%, passing the limit was not always enough
Neddylation inh: inhibitors of cullin neddylation, primary screen, biochemical, TR-FRET, uHTS, NAE and Ubc12; 360,000 tested, 0.58% active; calls only at 25 µM; in the data active means inhibition above about 36%
SKN-1 block: suppressors of acrylamide-induced Pgst-4::GFP reporter in worms, primary screen, SKN-1 inhibitor project, whole organism, uHTS, GFP/RFP fluorescence ratio, strain VP596; AID 624304, 2012; C. elegans VP596 Pgst-4::GFP/RFP ratio, 24 h; inhibition, % at 21.8 µM; 360,000 tested, 0.49% active;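 active means interference check ratio from 0.5 to 1.5 plus GFP to RFP signal ratio inhibition reaching or exceeding a fixed threshold, cut at about 30% in these data, passing the limit was not always enough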; further: some compounds called inactive have numbers as strong as hits
CSN deneddyl inh: inhibitors of CSN-mediated cullin deneddylation, primary screen, biochemical, fluorescence polarization, uHTS; COP9 signalosome complex subunit 5 (Homo sapiens), Q92905; Purified CSN, SCF-Nedd8-OG deneddylation; inhibition, % at 12.5 µM; 360,000 tested, 0.38% active;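 active means pattern-corrected inhibition above about 35%, with an unprinted fluorescence ratio check between 0.5 and 1.5, limit read from the data, passing the limit was not always enough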;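 further: 0% = enzyme with substrate and 100% = substrate without enzyme; some results filed as inactive read as strong as hits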
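Material: human Csn5 produced in HEK293T cells; Input: enzyme 0.24 nM; Reagent: SCFSkp2-Nedd8OG substrate at 10 nM final; Dosing: 12.5 µM compound; Incubation: 90 min reaction at room temperature; Detection: fluorescence polarization of the substrate; Evaluation: % inhibition of substrate cleavage by Csn5; Control set: substrate-only high control, full reaction low control.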
* = called active by the depositor; i = inactive; x = not tested or not shown; + = active, no number; & = joins results of further samples.

#	SMILES	PABP1 MLLE inh	Rpn11 inh	SKN-1 block	Neddylation inh	NadD block	CSN deneddyl inh	FAS-TE inh	MT1-MMP act inh	Rin1-Abl PPI inh
1	O=[N+]([O-])c1cccc(-c2cn(-c3ccccc3)c(=S)[nH]2)c1	20	i	14	i	0	0	-11	2	2
2	NS(=O)(=O)c1ccc(CCNC(=O)COC(=O)CC(c2ccccc2)c2ccccc2)cc1	2	i	-3	i	1	-2	-1	4	0
3	COc1cccc(C(=O)CSc2nc3ccccc3n2CC(=O)N2CCOCC2)c1	4	i	12	i	1	9	-2	-2	-1
4	O=C(COC(=O)c1cccc(O)c1)Nc1nnc(-c2ccccc2)o1	12	i	13	i	7	0	-5	1	2
5	CCC(=O)N(CCC(c1ccccc1)c1ccco1)Cc1cccs1 (stereo unspecified)	7	i	16	i	7	3	14	-10	-8
6	COc1ccccc1C(=O)NCC(=O)OCC(=O)c1ccc2c(c1)-c1ccccc1C2	-14	i	-6	i	-1	-2	9	x	-2
7	CCOC(=O)c1ccccc1NC(=O)COC(=O)CCC1CCCC1	6	i	4	i	-9	2	25	2	2
8	Clc1cccc(Nc2nc(-c3cccnc3)cs2)c1	-6	i	18	i	-3	-1	16	2	-3
9	COc1cc(/C=C(/NC(=O)c2ccccc2Cl)C(=O)O)cc(OC)c1OC	11	i	-11	i	0	0	-6	1	2
10	O=C(NNC(=O)c1ccccc1[N+](=O)[O-])c1ccco1	-13	i	2	i	0	-7	-6	-1	1
11	Cc1cc(=O)oc2c(CN3CCC(C)CC3)c(O)c(Cl)cc12	51*	i	20	x	7	1	-3	-9	-2
12	CN(CC(=O)N1CCN(Cc2ccccc2)CC1)S(=O)(=O)c1cccc2nsnc12	9	i	-13	i	3	4	-2	0	-1
13	O=C(NCCC(=O)N1CCN(Cc2c(F)cccc2Cl)CC1)c1ccc(Cl)cc1	2	i	-10	i	-1	-3	-1	x	3
14	CCCc1cc(NC(=O)CCl)n(-c2ccccc2)n1	-1	i	4	i	2	1	-5	-1	-2
15	CC(C)(C)C(=O)NC(=S)NNC(=O)c1ccc(Cl)cc1Cl	5	i	9	i	-4	-1	-6	-10	-1
16	CCOC(=O)N1CCN(S(=O)(=O)c2cc([N+](=O)[O-])c(C)cc2C)CC1	4	i	-6	i	-2	2	9	-5	-1
17	O=C(O)/C(CC(=O)c1ccc(Cl)cc1)=N/Nc1ccc([N+](=O)[O-])cc1[N+](=O)[O-]	12	i	-2	i	8	-4	43	x	2
18	O=c1c2ccccc2nnn1CSc1ncnc2ccccc12	27	i	5	i	1	0	0	-12	1
19	CCOC(=O)c1c(CN(C)C)n(C)c2c(O)c(N=NC(N)=O)c3ccc(Br)cc3c12	4	i	-3	i	-7	2	-2	-2	4
20	COc1ccc(-n2c(=O)cc(N3CCc4ccccc43)[nH]c2=O)cc1	15	i	18	i	-2	2	-6	2	-2
21	O=C(COC(=O)COc1cccc(C(F)(F)F)c1)NC1CCS(=O)(=O)C1 (stereo unspecified)	-7	i	3	i	-3	3	-2	-2	-2
22	CCOC(=O)C1CSC(CC(=O)Nc2ccc(OC(F)(F)F)cc2)C(=O)N1 (stereo unspecified)	-7	i	-11	i	-2	-3	-9	2	-5
23	C/C(=N\N1C(=O)CSC1=S)c1ccc(Br)cc1	-20	i	-15	i	2	5	-5	10	2
24	Cc1nc2c(C(=O)NCc3ccc4c(c3)OCO4)cnn2c(C)c1Cc1ccc(F)cc1Cl	-12	i	-4	i	1	-2	28	-4	1
25	O=C(CSc1nnnn1C1CC2CCC1C2)Nc1ccnc2ccccc12 (stereo unspecified)	-25	i	-21	i	0	0	-3	-3	-1
26	CCCC(C(=O)c1ccccc1)n1cncn1 (stereo unspecified)	4	i	-1	i	-7	0	-1	2	-5
27	CN(c1ccccc1)S(=O)(=O)c1ccccc1Br	19	i	-4	i	-5	-7	0	-1	0
28	O=C(c1ccc(-c2nnc(-c3ccccc3)o2)cc1)N1CCCCCC1	8	i	4	i	5	2	30	4	-1
29	CCc1ccccc1NC(=O)c1ccccc1N1C(=O)C2C3C=CC(C3)C2C1=O (stereo unspecified)	-5	i	-4	i	-9	-1	-5	0	1
30	CN(Cc1cnn(C)c1)C(=O)C1CCC(=O)N(Cc2cccc(F)c2)C1 (stereo unspecified)	-13	i	12	i	0	-4	-5	-2	1
31	CCN1CNC(=S)N(c2cccc(C)c2C)C1	-81	i	-16	i	3	-1	-11	1	-2
32	Nc1ccc2c(c1)C(=O)c1cc(Cl)c(Cl)cc1-2	2	i	11	i	-1	-3	6	3	-16
33	COc1ccc(C2=NN(c3nc(-c4ccccc4)c(CC(=O)O)s3)C(c3ccco3)C2)cc1 (stereo unspecified)	-78	+	18	i	61*	43*	1	-14	2
34	Cc1ccc(S(=O)(=O)N2CCN(C(=O)CSc3nnnn3C)CC2)c(C)c1	0	i	10	i	-2	10	-5	-2	2
35	COc1cc(NC(=O)c2cnc(N)s2)cc(C(=O)Nc2cccc(C(F)(F)F)c2)c1	-8	i	0	i	5	3	22	9	0
36	Cc1cccc(NC(=S)NNC(=O)c2csc3c2CCCC3)c1	38*	i	13	i	4	-4	4	7	3
37	Cc1ccc(S(=O)(=O)NC(=O)NN2CC3CCCC3C2)cc1 (stereo unspecified)	-10	i	9	i	3	-2	-2	2	-1
38	COc1ccc(N2CCN(C3C(=O)Nc4ccccc4-n4nnnc43)CC2)cc1 (stereo unspecified)	x	x	8	i	x	-4	x	-1	x
39	CCOCCCNC(=O)C1CC(=O)N(CCc2ccccc2)C1 (stereo unspecified)	4	i	-8	i	-5	-2	-5	0	-1
40	CS(=O)(=O)N1CCN(c2ccccc2NC(=O)C(c2ccccc2)c2ccccc2)CC1	-3	i	-23	i	-4	2	17	10	-2
41	COc1ccc(CCNS(=O)(=O)c2ccc3c(c2)NC(=O)CCS3)cc1OC	2	i	6	i	1	4	-3	-8	-2
42	COc1ccc(C(CC(=O)O)NC(=O)Nc2ccccc2)cc1OC (stereo unspecified)	3	i	4	i	7	-15	-1	-2	1
43	CCNc1nc(OC)nc(SCC(N)=O)n1	0	i	-3	i	0	0	-3	-1	0
44	N#C/C(=C\c1ccc([N+](=O)[O-])cc1)C(=O)Nc1ccccc1O	-13	i	0	i	17	1	20	2	-2
45	COc1ccc(C2=NCCn3nc4cc(OC)ccc4c32)cc1	1	i	3	i	2	6	-4	0	-1
46	CC1CC(C)(C)NC(=S)N1CCC(=O)NCc1ccc(F)cc1 (stereo unspecified)	-41	i	-8	i	5	-2	-7	2	2
47	CNc1c([N+](=O)[O-])cnn1-c1ccccc1Cl	8	i	-3	i	-2	-4	-7	3	-6
48	CCOC(=O)c1cnc2ccccc2c1Nc1ccc(C(=O)O)cc1	9	i	-3	i	1	0	1	0	-3
49	CCOC(=O)c1c(C)c(C(=O)NCCOC)c(C)n1CC	-4	i	3	i	-3	0	-9	0	0
50	COCCNC(=S)N(CCN(C)C)Cc1cc2cc3c(cc2[nH]c1=O)OCO3	-69	i	0	i	-10	-3	-8	-2	3
51	NC(=O)c1oc2ccccc2c1NC(=O)C1CCCCC1	1	i	3	i	-5	6	-1	3	0
52	CCCC(=O)CN1C(=O)C2(OCCO2)c2ccccc21	9	i	-5	i	3	-2	-7	0	-3
53	Cc1cc(S(=O)(=O)Nc2ccc3cn[nH]c3c2)c(C)cc1Cl	-3	i	11	i	-3	4	6	0	-3
54	COc1ccc(OC)c(C(=O)CSc2nc3cccnc3n2C)c1	-25	i	17	i	-1	1	1	-2	3
55	Cc1cc(C)nc(NC(=O)c2ccc(Cl)cc2[N+](=O)[O-])c1	15	i	8	i	-1	-12	-5	-1	0
56	O=C(COC(=O)C(c1ccccc1)c1ccccc1)NCc1ccco1	18	i	-6	i	17	2	11	-5	1
57	Cc1ccnc(NS(=O)(=O)c2ccc(NC(=O)c3oc4ccc(F)cc4c3C)cc2)n1	0	i	-13	i	2	8	-3	-1	-2
58	CCOC(=O)c1cccc(NC(=O)c2ccc(NC(=O)C3CCCO3)cc2)c1 (stereo unspecified)	6	i	4	i	-2	0	0	3	4
59	CCNC(=O)N(C)c1c(CC)nc2ccc(C(=O)N3CCN(S(=O)(=O)CC)CC3)cn12	-30	i	-9	i	2	0	-4	3	4
60	CCOC(=O)C1CCCN(C(=O)c2ccc(S(=O)(=O)Nc3ccccc3OC)cc2)C1 (stereo unspecified)	-2	i	4	i	-5	1	3	4	1

Next part
#	SMILES	PABP1 MLLE inh	Rpn11 inh	SKN-1 block	Neddylation inh	NadD block	CSN deneddyl inh	FAS-TE inh	MT1-MMP act inh	Rin1-Abl PPI inh
61	CCOc1ccc(S(=O)(=O)N2CCN(Cc3ccco3)CC2)cc1	4	i	6	i	0	2	1	-5	-2
62	CCOc1ccc2[nH]c(=O)c(CN(Cc3cccs3)Cc3nnnn3C(C)(C)CC)cc2c1	-1	i	4	i	7	4	19	-11	1
63	O=C(c1[nH]nc2c1CCc1ccccc1-2)N1CCN(Cc2ccc3c(c2)OCO3)CC1	-2	i	4	i	5	-2	6	9	5
64	COc1ccc(C2c3c(c(C)c(C)oc3=O)Oc3c(C)c(C)oc(=O)c32)cc1	-12	i	-8	i	0	-1	5	-4	1
65	COc1ccc(NC(=O)c2ccccc2-c2ccccc2)cc1	12	i	-9	i	-5	-1	-3	0	1
66	C[C@@H]1NC(=O)[C@H](CCCN=C(N)N)NC(=O)c2cc([N+](=O)[O-])cc(I)c2NCCC[C@@H](C(N)=O)NC1=O	-2	i	11	i	-10	1	-14	8	-2
67	O=C(Nc1cccc(F)c1)c1sc(Cl)nc1-c1ccccc1	10	i	7	i	-4	-1	16	-2	-1
68	CCNc1nc(NC(C)C)nc(Oc2ccc(OCCOc3ccc(C)cc3)nn2)n1	-4	i	4	i	-1	-2	2	4	2
69	O=C(C1=C(O)C(=O)N(CCN2CCOCC2)C1c1ccc([N+](=O)[O-])cc1)c1cccs1 (stereo unspecified)	1	i	9	i	0	-2	0	0	4
70	Cc1c(C(=O)O)oc2c1C(O)CC(C)(C)C2 (stereo unspecified)	-1&0	i	-4&-11	i	1&8	1&6	-11&-7	-2&1	-1&2
71	Cc1ccc(C(OC(=O)c2ccco2)C(=O)NC2CCCC2)cc1 (stereo unspecified)	9	i	-8	i	-2	0	-2	1	-1
72	N#CCCN(C(=O)CSc1nc(-c2ccccc2)cn1N)c1ccc(F)cc1	30	i	20	i	-1	-4	-4	3	2

Screening data: PubChem BioAssay, several laboratories
